Compound activity as filed in PubChem BioAssay.
HIF-2a block – HIF-2a inhibition; 360,000 compounds, 0.72% hits; inhibition, % at 18.8 µM; 786-0 RCC cells HIF-2a reporter, luciferase luminescence, overnight;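 active means inhibition of the luminescence signal of 40% or more relative to plate controls, in a single-dose primary screen at 18.75 µM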
iPSC survival up – hiPSC single-cell survival enhancement; ATPlite luminescence; 100% = ROCK inhibitor wells, 0% = DMSO; survival enhancement, % at 20 µM; 360,000 compounds, 0.044% hits; AID 602274; in the data active means survival enhancement above about 18%;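 further: cells exposed to compounds for 16 hours before the ATP read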
Peg3 prom inh – inhibitors of Peg3 promoter; HeLa PEG-Prom luciferase reporter, luminescence, overnight; inhibition, % at 20 µM; 360,000 compounds, 1.7% hits;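 active means inhibition of at least 50% at 20 µM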
CF NFkB block – cystic fibrosis NF-kB activation inhibition; KKLEB NF-kB-GFP reporter, PAF-induced, GFP fluorescence overnight; inhibition, % at 5 µM; 360,000 compounds, 0.86% hits; AID 588850;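 active means at least 50% inhibition at 5 µM, scaled per plate between neutral and stimulator controls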;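 further: PAF is a Pseudomonas aeruginosa culture filtrate used as stimulus; plate controls were PAF-stimulated DMSO wells for no effect and unstimulated DMSO wells for full effect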
TRPM1 prom inh – MITF TRPM1 promoter inhibition in SK-MEL-5 cells. SK-MEL-5 TRPM1 promoter luciferase, 24 h. inhibition, % at 12.5 µM. 330,000 compounds, 0.83% hits. AID 488899;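 active means mean inhibition across replicates of 60% or more, whatever share of single replicates reaches that level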; further: values of inactives mirror those of a sister screen read the other way
KKLEB cytotox – counter-screen for CF NF-kB inhibitors: cytotoxicity. KKLEB CF airway cells viability, ATPlite luminescence, overnight; active compounds read low; cells stimulated with P. aeruginosa culture filtrate. activity change (cytotoxicity), % at 5 µM. 360,000 compounds, 0.36% hits. AID 602141;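 active means corrected activity change at or below -50% at 5 µM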
LMP1 NFkB inh – reduces LMP1-driven NF-kappaB luciferase signal. 350,000 compounds, 0.69% hits. inhibition, % at 12.5 µM. LMP1-induced NF-kappaB luciferase reporter cells, luminescence; in the data active means inhibition above about 41%;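 further: 0% = neutral control wells and 100% = reference inhibitor control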
Shn3 3UTR inh – inhibitors of Schnurri-3 3'UTR reporter in osteoblasts. inhibition, % at 12.5 µM. Clone20 osteoblast Shn3 3'UTR firefly luciferase, 24 h. 360,000 compounds, 0.52% hits;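 active means mean inhibition of at least 75% with every replicate also reaching 75%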;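 further: 0% = median of neutral control wells and 100% = pilot-screen positive control compound; some compounds past the cut are filed as inactive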
NR2E3 ag-1 – NR2E3 (human) agonism | Q9Y5X4 | GST-NR2E3/biotin-RetCOR TR-FRET, 1536-well | inhibition of corepressor binding, % at 4.78 µM | 320,000 compounds, 0.12% hits | AID 2300;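 active means percent inhibition above the cutoff of mean plus 3 SD of all tested compounds, set per screening campaign, cut at about 20% in these data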;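 further: 0% = DMSO wells and 100% = biotin wells as full block of FRET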
Target sequence (Q9Y5X4 whole entry, looked up): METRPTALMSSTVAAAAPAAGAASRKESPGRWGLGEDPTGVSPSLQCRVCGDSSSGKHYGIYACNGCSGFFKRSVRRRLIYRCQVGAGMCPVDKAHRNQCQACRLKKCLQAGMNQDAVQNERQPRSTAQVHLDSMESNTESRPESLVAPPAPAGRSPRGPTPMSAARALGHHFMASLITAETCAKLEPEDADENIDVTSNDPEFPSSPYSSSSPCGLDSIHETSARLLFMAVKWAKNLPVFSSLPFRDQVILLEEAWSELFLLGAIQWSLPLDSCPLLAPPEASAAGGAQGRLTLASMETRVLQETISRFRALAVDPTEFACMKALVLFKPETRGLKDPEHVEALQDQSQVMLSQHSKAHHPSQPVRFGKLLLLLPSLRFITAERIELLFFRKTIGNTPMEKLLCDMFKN
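Test system: GST-NR2E3 and biotin-RetCOR proteins | Quantity: 1.35 nM GST-tagged NR2E3 final | Medium: Tris pH 7.5 | Also added: 7 nM biotin-RetCOR | Dosing: Compound at 4.8 µM, single dose | Timing: 5 h at 4 °C | Detection: Time-resolved FRET | Read-out basis: Percent inhibition | Benchmarks: Biotin wells as high control, 0.6% DMSO wells as low control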
NR2E3 ag-2 – agonists of human NR2E3 nuclear receptor | CHO-S Gal4-NCOR/VP16-NR2E3 two-hybrid, luciferase | AID 602229 | 360,000 compounds, 0.35% hits | inhibition of corepressor binding, % at 3.98 µM;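 active means inhibition above the mean of all tested compounds plus 3 SD, cut at about 70% in these data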;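 further: 0% = DMSO with NR2E3 transfected cells and 100% = cells lacking NR2E3 construct; higher means lower luciferase signal from less NR2E3 corepressor binding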
C8 TRAIL sens – caspase-8 TRAIL sensitization. 360,000 compounds, 1% hits. inhibition (viability loss, TRAIL sensitization), % at 10 µM. NB7+C8 cells + TRAIL, ATPlite viability luminescence;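 active means compounds causing at least 50% loss of cell viability in the single-dose screen, relative to plate controls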
The depositor's hits bear a star; . = not tested or not shown.

Values in the order: HIF-2a block, iPSC survival up, Peg3 prom inh, CF NFkB block, TRPM1 prom inh, KKLEB cytotox, LMP1 NFkB inh, Shn3 3UTR inh, NR2E3 ag-1, NR2E3 ag-2, C8 TRAIL sens
1) Cc1noc(C)c1S(=O)(=O)N(C)Cc1ccccc1
  12, 0.6, 12, 17, -9, 3, 2, 6, 0, 6, 6
2) CN(CC(=O)NCCc1ccc(F)cc1)Cc1cccc(Cl)c1
  2, -0.3, 0, 17, -7, -26, -9, -6, 5, 12, -4
3) O=[N+]([O-])c1ccc(N2CCN(c3ccccc3O)CC2)cc1
  -42, -0.1, -28, -6, -10, 2, 4, 6, 7, -19, -3
4) CCn1cnc2scc(-c3ccccc3)c2c1=O
  -12, -0.2, 0, 13, 0, -24, -4, 17, 4, 5, -3
5) Cc1cccc(NC(=O)c2cccc(NC(=O)c3ccco3)c2)c1C
  -15, -0.3, -17, 15, -9, 0, 6, 9, -4, 11, -32
6) NNC(=S)NCc1ccco1
  17, -0.8, 7, 7, 8, 6, 5, 12, 1, -9, -1
7) COc1ccc(NC(=O)Cn2c(-c3ccc(OC)cc3)cn(-c3ccc(C)cc3)c2=O)cc1
  -120, -0.9, -103, -5, -22, 12, -6, -22, 3, -57, -6
8) COc1ccc(NC(=O)COC(=O)Cc2c(F)cccc2Cl)cc1
  -16, -0.1, -18, 0, 15, 8, 4, -9, 0, 6, 4
9) COc1cccc(CC2(CO)CCCN(Cc3cn[nH]c3C3CCCCC3)C2)c1 (configuration not stated)
  7, 1.0, 9, -6, ., 2, -4, 24, -3, 2, -2
10) N#Cc1c(NC(=O)CSc2ncc(-c3ccccc3)n2CC2CCCO2)sc2c1CCCC2 (configuration not stated)
  5, -1.0, 28, -9, 6, 6, 2, 55, 5, -16, 11
11) O=C(CN1N=C(c2ccc(Cl)cc2)CCC1=O)NCc1cccnc1
  16, -0.9, 15, -6, -5, 17, -4, 5, 0, -1, -7
12) COc1cc(CN2CCN(C3CCC3)CC2CCO)cc(OC)c1 (configuration not stated)
  6, -0.2, 16, 8, 8, -13, -3, -2, 7, -5, -9
13) COc1ccc(C2CC(c3c(Cl)cccc3Cl)n3nc(N)nc3N2)cc1 (configuration not stated)
  4, 0.7, 1, 9, -12, 2, -4, -5, 3, -26, -6
14) CCC(C)(C)NC(=O)C(c1cccn1C)N(Cc1ccc(C)cc1)C(=O)Cn1nnc2ccccc21 (configuration not stated)
  -17, -3.8, 6, -1, 4, 3, -1, -4, 0, 11, -1
15) COc1ccc(-c2ccc3c(c2)S(=O)(=O)c2cccc(C(=O)N4CCN(c5c(Cl)cncc5Cl)CC4)c2C3=O)cc1OC
  8, 0.6, 30, -14, 3, 0, 5, -18, ., -3, 12
16) COc1ccc(C(C(=O)NCC2CCCO2)N(C(=O)c2snc(C(N)=O)c2N)c2ccc(C)cc2)cc1OC (configuration not stated)
  8, 0.8, 15, 1, 12, -9, -2, 18, ., -13, 10
17) Cc1cccc2sc(NC(=O)C3c4ccccc4Oc4ccccc43)nc12
  3, 3.7, 16, 1, -2, 11, -25, 15, -3, 27, 10
18) CN(CCc1ccccc1)C(=O)c1cccc(NC(=O)Cc2cccc(NC(=O)C3CCN(C(=O)C4CCC4)CC3)c2)c1
  3, -2.2, -14, 5, 8, 0, 1, -7, ., -11, -6
19) CCOC(=O)C1CCN(C(=O)C2(NC(=O)Nc3ccccc3Cl)CCCCC2)CC1
  17, -1.5, 7, 15, 12, -9, -5, -11, -7, -12, 2
20) O=C(COC(=O)/C=C/c1ccco1)NCc1ccc2c(c1)OCO2
  21, 0.0, -10, -12, 8, 0, 1, -7, 0, -40, -3

The list goes on.
Keys – A = HIF-2a block; B = iPSC survival up; C = Peg3 prom inh; D = CF NFkB block; E = TRPM1 prom inh; F = KKLEB cytotox; G = LMP1 NFkB inh; H = Shn3 3UTR inh; I = NR2E3 ag-1; J = NR2E3 ag-2; K = C8 TRAIL sens
#21 O=C(COC(=O)C1CC1)NCCc1ccc(Cl)cc1
  A: 10 | B: -0.4 | C: -10 | D: -2 | E: -3 | F: -1 | G: -8 | H: -14 | I: . | J: 15 | K: -13

#22 Cc1cc(C)n2nc(C(=O)OCC(=O)N(Cc3ccccc3)C(C)C)nc2n1
  A: 11 | B: -0.4 | C: 20 | D: -4 | E: 2 | F: -1 | G: -3 | H: -2 | I: . | J: 0 | K: -20

#23 CCCN(Cc1ccc(N(C)C)cc1)CC1CC1
  A: 5 | B: -0.1 | C: -9 | D: 8 | E: -1 | F: 2 | G: 1 | H: -14 | I: 2 | J: -9 | K: 4

#24 Cc1cc(Oc2ccc(Cl)cc2)nc(SCC(=O)c2ccccc2)n1
  A: 11 | B: -0.2 | C: 4 | D: 15 | E: -10 | F: -5 | G: 6 | H: 16 | I: 0 | J: -30 | K: -4

#25 COc1cc(CNC(=O)c2cccc(COc3ccc(Cl)cc3)c2)cc(OC)c1
  A: -30 | B: -1.7 | C: -134 | D: 7 | E: 20 | F: 1 | G: 25 | H: 2 | I: 0 | J: -312 | K: 6

#26 CCOC(=O)CC(=O)CSc1nc2c(c(C)c1C#N)CCC2
  A: -1 | B: 3.8 | C: -4 | D: -15 | E: -8 | F: 14 | G: 5 | H: -11 | I: 2 | J: -26 | K: -3

#27 CC(=O)Nc1ccc(NC(=O)COc2c(C)cc(Br)cc2C)cc1
  A: 11 | B: 3.0 | C: 13 | D: 6 | E: 0 | F: -9 | G: 0 | H: 17 | I: 2 | J: 26 | K: 5

#28 Cc1c(C(O)CN2CCC(C(N)=O)CC2)c2ccccc2n1C (configuration not stated)
  A: 17 | B: -1.4 | C: 15 | D: -3 | E: 10 | F: 2 | G: 2 | H: -14 | I: 2 | J: 7 | K: -6

#29 Cc1cc(S(=O)(=O)Nc2c(NC3CCCCC3)c3ccccc3oc2=O)ccc1F
  A: 7 | B: -0.4 | C: 3 | D: -26 | E: 1 | F: 4 | G: 7 | H: -5 | I: -1 | J: -1 | K: 8

#30 CC(=O)c1ccc(N2CCN(C(=O)C3CCN(S(=O)(=O)c4ccc5c(c4)CC(C)N5C(C)=O)CC3)CC2)cc1 (configuration not stated)
  A: 10 | B: 0.3 | C: -3 | D: -6 | E: 15 | F: -4 | G: 14 | H: 42 | I: 1 | J: 3 | K: -2

#31 Cc1ccc(NC(=O)CCC(=O)N/N=C/c2ccco2)c(C)c1
  A: 12 | B: 1.4 | C: 3 | D: 8 | E: 12 | F: 10 | G: -1 | H: 7 | I: 2 | J: -26 | K: 7

#32 Cc1ccc(C(C)C)c(OCC(=O)NC(=S)Nc2ccccc2N2CCOCC2)c1
  A: 10 | B: -0.5 | C: 13 | D: 45 | E: 29 | F: -8 | G: 31 | H: -9 | I: 0 | J: -8 | K: 2

#33 O=C(CCCC(=O)N(CC(=O)NC1CCCCC1)c1cccc(F)c1)Nc1ccccn1
  A: 18 | B: -0.5 | C: 7 | D: -5 | E: 3 | F: 14 | G: -7 | H: 13 | I: 1 | J: 2 | K: 8

#34 O=C(Cc1ccccc1)NCC1OCCc2ccccc21 (configuration not stated)
  A: -4 | B: -0.7 | C: -11 | D: 9 | E: -2 | F: -1 | G: 2 | H: -3 | I: 4 | J: -11 | K: 2

#35 CN(C)S(=O)(=O)Oc1cc(Cl)ccc1C(=O)Nc1ccc(F)cc1F
  A: -6 | B: -0.1 | C: 9 | D: 0 | E: -3 | F: 0 | G: -9 | H: 5 | I: 1 | J: -17 | K: -1

#36 Cc1cc(C)c2cc(CN(Cc3nnnn3Cc3ccc(F)cc3)C3CCCC3)c(=O)[nH]c2c1
  A: -20 | B: -0.8 | C: -7 | D: 3 | E: 10 | F: 4 | G: 1 | H: -5 | I: -2 | J: 1 | K: 22

#37 CCCCOC(=O)CNc1n[nH]c(=S)[nH]c1=O
  A: 4 | B: -3.2 | C: 11 | D: -2 | E: 2 | F: -1 | G: -10 | H: -10 | I: 0 | J: -10 | K: -12

#38 CCOC(=O)N1CCC(NC(=O)c2ccc(CNS(=O)(=O)c3ccc(F)cc3)cc2)CC1
  A: 2 | B: -2.9 | C: 12 | D: 4 | E: 0 | F: 13 | G: 9 | H: -18 | I: 1 | J: 38 | K: 3

#39 CCn1c(SCC(N)=O)nc2c(c1=O)C1(CCCC1)Cc1ccccc1-2
  A: 34 | B: -2.6 | C: 12 | D: 9 | E: 2 | F: -17 | G: 1 | H: -53 | I: 5 | J: -1 | K: -2

#40 CC(C)CC(=O)Nc1c2c(nn1-c1ccc(F)cc1)CS(=O)(=O)C2
  A: 11 | B: -0.8 | C: 7 | D: 18 | E: 10 | F: -16 | G: 10 | H: -38 | I: -6 | J: 0 | K: 12

#41 CC(C)OC(=O)CCNc1n[nH]c(=O)[nH]c1=O
  A: 16 | B: 0.5 | C: 1 | D: 5 | E: 1 | F: 2 | G: 10 | H: 11 | I: 0 | J: -9 | K: 1

#42 O=C(O)c1cccc(NS(=O)(=O)c2cccc3cccnc23)c1
  A: -6 | B: 1.3 | C: 3 | D: 11 | E: 0 | F: -17 | G: 0 | H: -13 | I: -1 | J: -13 | K: 4

Some of the compounds tested; count on the stated rates, not on these rows.
